KDM5B inh = blocks human KDM5B histone demethylase activity | Q9UGL1 | KDM5B demethylase, FDH-coupled NADH fluorescence (FDH is formaldehyde dehydrogenase) | Potency, µM (series often up to 57.7 µM), without a hit: top-dose activity change, negative = inhibition, usual class: inhibitors | actives 2.6% (n = 220,000); active = well fitted inhibition curve with a large enough effect; inconclusive = small, poorly fitted or top-dose-only effect; inactive = no such curve, though single readings can be large or run the other way; also: 0% is about no effect; nearly all actives have a fitted effect of over 70% in size
Target sequence (Q9UGL1 whole entry, looked up): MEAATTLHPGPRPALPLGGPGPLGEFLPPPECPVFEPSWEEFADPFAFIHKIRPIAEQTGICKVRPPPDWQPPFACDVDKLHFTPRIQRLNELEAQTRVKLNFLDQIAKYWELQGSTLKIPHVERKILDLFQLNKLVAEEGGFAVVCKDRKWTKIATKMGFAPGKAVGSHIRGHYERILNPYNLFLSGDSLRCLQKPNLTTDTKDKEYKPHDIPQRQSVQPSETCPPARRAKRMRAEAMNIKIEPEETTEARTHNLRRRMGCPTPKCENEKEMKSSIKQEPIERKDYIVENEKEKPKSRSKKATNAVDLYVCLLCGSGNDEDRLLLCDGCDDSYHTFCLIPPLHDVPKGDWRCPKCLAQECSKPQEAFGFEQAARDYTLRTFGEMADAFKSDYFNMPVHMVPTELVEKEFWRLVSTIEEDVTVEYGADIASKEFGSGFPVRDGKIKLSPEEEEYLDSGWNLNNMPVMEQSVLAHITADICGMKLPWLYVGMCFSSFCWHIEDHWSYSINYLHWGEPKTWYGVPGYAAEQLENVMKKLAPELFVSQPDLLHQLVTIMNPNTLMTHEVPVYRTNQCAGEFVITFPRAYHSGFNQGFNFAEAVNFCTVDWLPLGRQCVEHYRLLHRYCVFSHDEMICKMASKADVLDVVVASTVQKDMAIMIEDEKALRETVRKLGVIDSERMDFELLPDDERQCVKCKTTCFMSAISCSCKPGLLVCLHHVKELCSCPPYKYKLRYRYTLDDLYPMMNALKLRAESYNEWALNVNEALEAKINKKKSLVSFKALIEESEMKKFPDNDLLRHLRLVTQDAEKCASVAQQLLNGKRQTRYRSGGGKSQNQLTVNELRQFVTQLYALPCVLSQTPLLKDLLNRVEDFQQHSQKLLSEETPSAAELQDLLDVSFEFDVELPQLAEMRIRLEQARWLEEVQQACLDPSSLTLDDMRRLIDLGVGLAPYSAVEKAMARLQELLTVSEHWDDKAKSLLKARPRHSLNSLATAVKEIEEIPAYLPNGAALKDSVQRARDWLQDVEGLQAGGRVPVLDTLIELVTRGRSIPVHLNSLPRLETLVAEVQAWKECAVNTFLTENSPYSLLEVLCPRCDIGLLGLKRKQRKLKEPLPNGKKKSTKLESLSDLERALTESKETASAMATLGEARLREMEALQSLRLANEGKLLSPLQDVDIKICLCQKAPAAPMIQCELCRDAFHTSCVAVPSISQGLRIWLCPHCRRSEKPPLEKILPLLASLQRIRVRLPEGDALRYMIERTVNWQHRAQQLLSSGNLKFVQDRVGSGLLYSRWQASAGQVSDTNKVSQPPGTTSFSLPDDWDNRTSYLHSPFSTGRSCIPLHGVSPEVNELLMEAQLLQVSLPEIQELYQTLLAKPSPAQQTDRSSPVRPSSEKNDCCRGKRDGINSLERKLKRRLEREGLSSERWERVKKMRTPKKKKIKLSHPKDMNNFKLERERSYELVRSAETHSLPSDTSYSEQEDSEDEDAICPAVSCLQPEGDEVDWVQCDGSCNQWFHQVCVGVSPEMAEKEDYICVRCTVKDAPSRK
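Measured: NADH fluorescence change, 30 min, RT. System: KDM5BΔAP 200 nM final, H3K4me3 peptide, α-KG, Fe(II), ascorbate, NAD⁺ plus FDH, pH 7.5 HEPES. Compounds: titrated, 10 min pre-incubation with enzyme.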
The depositor's hits bear a star; i = inactive; ? = inconclusive; & = joins results of further samples; [ ] = remark or other dose. Potency is read from the fitted curve at half-maximal effect. Some of the compounds tested (hit frequency here may not be typical).

SMILES	KDM5B inh
COc1cc(NC(=O)CN2C(=O)COc3ccc(S(=O)(=O)NC4CCCC4)cc32)cc(OC)c1	-6%
CCc1ccc(C(=O)Oc2ccc(-c3ccccc3)cc2)cc1	21%
Cc1ccc(CSc2ncc(Cl)c(C(=O)Nc3nnc(C)s3)n2)cc1	-6%
COc1ccc(C(c2cc(C)sc2NC(=O)c2ccco2)N2CCC(C)CC2)cc1OC (stereo not drawn)	-10%
Cc1ccc(Sc2c(C)nn(-c3ccccc3)c2OC(=O)CC(C)C)cc1	?
Cc1cc(S(=O)(=O)Nc2c(NC3CCCCC3)c3ccccc3oc2=O)ccc1F	-1%
Cc1ccc(C(=O)COC(=O)c2cc(-c3ccc(Cl)cc3)nc3ccccc23)cc1	-25%
COc1cc(C=O)c(Br)cc1OC(C)C	-4%
COC(=O)N(C)Cc1ccc(-c2ccccc2)cc1	23%[86.2 µM]
COc1ccc(F)c(-c2nc(CN3CCN(S(N)(=O)=O)CC3)c(C)o2)c1	-11%
COc1ccc(-n2nc(C(=O)Nc3cc(C)ccn3)c3c4ccccc4n(C)c3c2=O)cc1	-3%
COc1ccc(-c2noc(CC3CCN(C(=O)c4cc(F)ccc4Cl)CC3)n2)cc1	-5%
COc1ccc(/C=C/C(=O)OCCN(C)C(C)C)cc1	-5%
O=C(c1n[nH]c2ccccc12)N1CCC(c2nc(C3CCOCC3)no2)CC1	?
CCC1=C(C(=O)OC)C(c2cccc(OC)c2)N2C(CC(=O)NCC3CCCO3)=CSC2=N1 (stereo not drawn)	-13%
Cc1ccc(-c2nnc(Nc3cccc(O)c3)c3ccccc23)cc1S(=O)(=O)N1CCN(C)CC1	-26%
CCc1c(CN2CCN(c3ccc(F)cc3)CC2)csc1C	?
CC(C)NC(=O)N1CC(Oc2cccc(-c3nc(-c4ccccc4)no3)c2)C1	-8%
Cc1ccc(-n2c(SCC(=O)N3CCCc4ccccc43)nc3c([nH]c4ccccc43)c2=O)cc1	-3%
Cc1nc(C(=O)N2C[C@@H](COc3ccccc3)[C@H](C(N)=O)C2)co1	-9%
Cc1ccc(-c2cc(-c3ccc4c(c3)NC(=O)CO4)nc3c2COc2ccc(C)cc2-3)cc1	-18%
O=C(Cc1c[nH]c2ncc(-c3cccnc3)cc12)NCc1ccccc1	7%[86.2 µM]
Cc1ccc(C(CNC(=O)c2cc(-c3ccccc3)on2)N2CCN(C)CC2)o1 (stereo not drawn)	4%
NC(=O)N/N=C/c1sc(N2CCCCC2)nc1-c1cccs1	-4%
Cc1c(C(=O)N2CCCC2)c(S(=O)(=O)N2c3ccccc3CC2C)c(C)n1C (stereo not drawn)	-9%
COc1ccc(-n2c(=O)c(C#N)cc3c(=O)n4cccc(C)c4nc32)c(OC)c1	-8%
ClCc1coc(-c2ccc(Cl)cc2)n1	-13%
COc1ccc(/C=C\c2onc(C)c2S(=O)(=O)N2CCC(C(=O)Nc3ccc(Cl)cc3)CC2)cc1	?
CNCC(=O)N1CCC(n2nccc2NC(=O)Nc2ccccc2C)CC1	?
Cc1ccccc1NC(=O)CSc1nnc(-c2cccc(Cl)c2)o1	-11%
COc1ccc(OC)c(NC(=O)N2CCCC(Cn3cnc4cccnc43)C2)c1 (stereo not drawn)	-19%
CCC(=O)N1CCC(N2CC(OCC3CC3)C23CCOCC3)CC1 (stereo not drawn)	-3%
Cc1cc(C)c(NC(=O)Cn2c(=O)n(CC(=O)NCCc3ccccc3)c(=O)c3ccccc32)c(C)c1	-12%
CCOCCn1c(=O)n(CC[C@H](O)c2ccccc2)c2cc(C(=O)O)cnc21	11%
Cc1noc(C)c1CN1C[C@@H]2[C@H](C1)N(CCOc1ccccc1)C(=O)C(C)(C)[S+]2(=O)[O-]	-35%
COCC1CN(C(C)=O)CC12CCN(Cc1c(C)n[nH]c1C)CC2 (stereo not drawn)	-35%
O=Cc1cccn1-c1ccccc1Cl	27%
CC1=C(C(=O)Nc2ccccc2)C(c2ccncc2)n2nc(SCc3ccccc3)nc2N1 (stereo not drawn)	-5%
CCC(Sc1nnc2c(=O)n(-c3ccc(F)cc3)ccn12)C(=O)Nc1cc(C)ccc1C (stereo not drawn)	-2%
COc1ccc(CN2C(=O)[C@@H]3C[C@@H](CN3CC3CC3)Oc3ccccc32)cc1	?
CCN(CC)C(=S)Nc1ccccc1Cl	10%
COCCn1c(SCC(=O)Nc2cccnc2Cl)nc2ccccc2c1=O	-3%
CCCCCN(CCC(=O)NCCC(C)C)C(=O)c1cc(C)oc1C	?
CC(C)(Oc1ccc(Br)cc1)C(=O)Nc1cc(-c2nc3ccccc3[nH]2)ccc1Cl	-39%
CCc1ccc(-n2c(=O)c3ccccc3n(Cc3ccccc3C#N)c2=O)cc1	-11%

16 neighbouring compounds out of the list so far, quoted:
SMILES	KDM5B inh
ClCc1coc(-c2ccc(Cl)cc2)n1	-13%
COc1ccc(/C=C\c2onc(C)c2S(=O)(=O)N2CCC(C(=O)Nc3ccc(Cl)cc3)CC2)cc1	?
CNCC(=O)N1CCC(n2nccc2NC(=O)Nc2ccccc2C)CC1	?
Cc1ccccc1NC(=O)CSc1nnc(-c2cccc(Cl)c2)o1	-11%
COc1ccc(OC)c(NC(=O)N2CCCC(Cn3cnc4cccnc43)C2)c1 (stereo not drawn)	-19%
CCC(=O)N1CCC(N2CC(OCC3CC3)C23CCOCC3)CC1 (stereo not drawn)	-3%
Cc1cc(C)c(NC(=O)Cn2c(=O)n(CC(=O)NCCc3ccccc3)c(=O)c3ccccc32)c(C)c1	-12%
CCOCCn1c(=O)n(CC[C@H](O)c2ccccc2)c2cc(C(=O)O)cnc21	11%
Cc1noc(C)c1CN1C[C@@H]2[C@H](C1)N(CCOc1ccccc1)C(=O)C(C)(C)[S+]2(=O)[O-]	-35%
COCC1CN(C(C)=O)CC12CCN(Cc1c(C)n[nH]c1C)CC2 (stereo not drawn)	-35%
O=Cc1cccn1-c1ccccc1Cl	27%
CC1=C(C(=O)Nc2ccccc2)C(c2ccncc2)n2nc(SCc3ccccc3)nc2N1 (stereo not drawn)	-5%
CCC(Sc1nnc2c(=O)n(-c3ccc(F)cc3)ccn12)C(=O)Nc1cc(C)ccc1C (stereo not drawn)	-2%
COc1ccc(CN2C(=O)[C@@H]3C[C@@H](CN3CC3CC3)Oc3ccccc32)cc1	?
CCN(CC)C(=S)Nc1ccccc1Cl	10%
COCCn1c(SCC(=O)Nc2cccnc2Cl)nc2ccccc2c1=O	-3%

Continued.
SMILES	KDM5B inh
O=C(NC1CCCCCCC1)C1CCCN(c2cn[nH]c(=O)c2)C1 (stereo not drawn)	22%
Cc1ccc2c(=O)cc(CSCC(=O)Nc3nnc(C)s3)[nH]c2c1	?
CC(=O)Nc1ccc(NC(=O)Cn2ccn3nc4c(c3c2=O)CCCCC4)cc1	?
Clc1ccc(CNCC2CCCO2)c(Cl)c1 (stereo not drawn)	10%
CN(C)c1ccc(/C=N/NC(=O)c2cccs2)cc1Br	?
CC(C)c1noc(-c2cn(C3CCN(C(=O)c4cccc(C#N)c4)CC3)nn2)n1	18%
Cc1cc(N2CCN(C)CC2)nc2ccc(NC(=S)NCCC(C)C)cc12	-10%
COc1ccc(-c2cc(N3CCCC(NC(=O)c4cccc(Br)c4)C3)n[nH]2)cc1 (stereo not drawn)	?
Cc1cccc(N(C(=O)c2snc(C(N)=O)c2N)C(C(=O)NCC2CCCO2)c2ccc(N(C)C)cc2)c1 (stereo not drawn)	16%
C=C(C)CN1CCN(c2nc3c(c(=O)[nH]c(=O)n3C)n2Cc2ccc(Cl)cc2)CC1	18%
CCCN1CCS(=O)(=O)N(Cc2cn(Cc3ccc(C)cc3)nn2)C(C(=O)OC)C1 (stereo not drawn)	13%
CCN(CC)S(=O)(=O)c1cc([N+](=O)[O-])ccc1N/N=C(/C)c1cccs1	0%
Fc1ccc(-c2nnc3ccc(Nc4ccc(N5CCOCC5)cc4)nn23)nc1	-15%[86.2 µM]
Clc1ccccc1C1=Nc2ccc(Br)cc2C(c2ccccc2Cl)=Nc2ccc(Br)cc21	4%
CN(CCc1noc(C2CN(Cc3cc(Cl)ccc3F)C2)n1)S(C)(=O)=O	-3%
CCN(CC)CCCNC(=O)CSc1nc2nc(C)c(Cc3ccccc3C)c(C)n2n1	-3%
CCCNC(=O)Nc1cccc(C(N)=O)c1C	7%
O=C(c1ccccc1)N1CCN2C(=O)N(Cc3ccccn3)C[C@H]2C1	-19%[86.2 µM]
CCCNC(=O)C1COC2(CCN(C(=O)Cc3ccccc3)CC2)N1C(=O)c1cccc(C)c1 (stereo not drawn)	-15%
CC(C)c1ccc(C2N3CC4(C)CN2CC(c2ccccc2)(C3)C4=O)cc1 (stereo not drawn)	-8%
Clc1cccc(CNc2n[nH]c(-c3ccco3)n2)c1	-4%
O=C(NCc1ccccc1F)c1noc(-c2ccc3c(c2)OCO3)n1	-20%
O=S(=O)(NCC1(COc2ccc(C(F)(F)F)cn2)C[C@@H](O)[C@@H](O)C1)c1ccc(Cl)cc1 (stereo partly drawn)	2%
Cc1ccc(OCCCOc2ccc(Cl)cc2/C=N/NC(=O)c2ccccc2)cc1C	?
COc1ccc(-n2c(=O)c(C#N)cc3c(=O)n4cccc(C)c4nc32)cc1	-21%
COCCOC1CCOC2(CCN(C(=O)c3cccs3)CC2)C1 (stereo not drawn)	-8%
Cn1c(/C(C#N)=C/c2ccc(C(F)(F)F)cc2)nc2ccccc21	-14%
N#CC1(NC(=O)COC(=O)Cc2n[nH]c(=O)c3ccccc23)CCCCC1	0%
CCn1cc2nc(SCc3cccc(Cl)c3)n(Cc3ccc(C)cc3)c(=O)c2n1	-12%
COc1cc(F)ccc1-c1cc(C(=O)NCc2ccnc(N)c2)c2c(c1)ncn2C	35µM*

2 successive entries from above, quoted:
SMILES	KDM5B inh
CCn1cc2nc(SCc3cccc(Cl)c3)n(Cc3ccc(C)cc3)c(=O)c2n1	-12%
COc1cc(F)ccc1-c1cc(C(=O)NCc2ccnc(N)c2)c2c(c1)ncn2C	35µM*

Remaining list, next part.
SMILES	KDM5B inh
COCCN1Cc2[nH]nc(-c3ccsc3)c2CC1=O	11%[115 µM]
COc1cc2c(cc1NC(=O)C(C)Oc1ccc(Cl)cc1Cl)oc1ccccc12 (stereo not drawn)	1%
COc1ccc(C(=O)N2CCC3(CC2)C(=NC2CCCCC2)NC(=O)N3c2cc(F)cc(F)c2)cc1	4%[115 µM]
CCOC(=O)/C(C#N)=C\c1cc2ccc(C)cc2nc1N1CCCCC1	15%
CCOC(=O)C1=C(CN2CCN(c3cc(C)ccc3C)CC2)NC(=O)NC1c1ccccc1 (stereo not drawn)	-29%
CCOc1ccccc1CN1CCNC(=O)C1CC(=O)N1CCCOCC1 (stereo not drawn)	?
CC(=O)c1sccc1-c1cc(NCc2ccccn2)nc2[nH]ccc12	12%
COCC(=O)NCc1cccc(C)c1	12%
COc1ccc(-c2cc(N3CCC(NC(=O)c4ccncc4)C3)n[nH]2)cc1 (stereo not drawn)	?
O=S(=O)(NCC1CCOCC1)c1ccc(F)cc1F	21%
O=C(COc1ccc(F)cc1)N1CCCC(c2nc(C3CCOCC3)no2)C1 (stereo not drawn)	-13%
CC(NC(=O)CSc1ccc2ccccc2c1)c1ccc2c(c1)OCCO2 (stereo not drawn)	14%
N#Cc1cccc(C(=O)N2CCN(c3oc(C4CC4)nc3C#N)CC2)c1	-8%
O=C(c1ccc(Cl)cc1)N(Cc1cccnc1)Cc1cc2ccccc2[nH]c1=O	-19%
CN(C(=O)C1CC1)c1ccccc1C(=O)NC1CCCc2ccccc21 (stereo not drawn)	9%
O=C(NC1CCCCC1)c1ccc(CSc2nc3cccnc3n2Cc2ccc(F)cc2)cc1	-25%
Cc1ccc2nc(N3CCN(C(=O)CC4(CC(=O)O)CCCC4)CC3)nc(-c3ccccc3)c2c1	?
COCCCNc1nc(NCc2ccc(C)cc2)c2cnn(C)c2n1	?
CCc1ccc(OCC(=O)N(Cc2ccc(C)o2)C2CCS(=O)(=O)C2)cc1 (stereo not drawn)	-17%
O=C(NCCN1CCOC1=O)c1cn(CCC2CCCCN2)nn1 (stereo not drawn)	1%
O=C(CSc1ncnc2ccccc12)NN1C(=O)NC2(CCCCC2)C1=O	-9%
Cc1ccc(C)c(NC(NC(=O)c2cccc(Cl)c2)C(Cl)(Cl)Cl)c1 (stereo not drawn)	5%
Cc1ccc(S(=O)(=O)N2CCCCC2)cc1NC(=O)COC(=O)C1(C)CC1(Cl)Cl (stereo not drawn)	12%
Cc1ccc(C(=O)N/N=C2/CC3CCC2(C)C3(C)C)cc1 (stereo not drawn)	11%
CN1C2CCC1CC(NC(=O)c1ccc([N+](=O)[O-])cc1)C2 (stereo not drawn)	25%
O=C(CCCn1c(=O)c2cccn2c2cccnc21)NCc1ccccc1Br	-19%
O=C(CSc1nc(-c2ccc3c(c2)OCO3)nc2cc(=O)[nH]n12)NCCc1ccccc1	-13%
COc1cccc(CN2C(=O)CCCCC2C(=O)NCc2cn[nH]c2C)c1 (stereo not drawn)	-10%
CCNC(=O)[C@@H]1C[C@H](NC(=O)c2cncnc2C)CN1CCCSC	6%
Cc1nn(-c2ccccc2)c(CSc2ccc3c(c2)OCCCO3)c1C#N	6%
COCc1nc2nccc(-c3cccs3)n2n1	i
COCCn1cnnc1SCc1cccc(Cl)c1	20%
CCc1ccccc1NC(=O)Nc1cc(C(=O)NCc2ccccc2OC)ccc1N1CCCC1	-17%
O=C(Nc1ccc(-c2csnn2)cc1)C(Cl)(Cl)Cl	-7%
Cn1cnc2c1c(=O)n(CCCSCc1ccccc1)c(=O)n2C	21%
CCCCN(CC)CCNC(=O)Cn1cnc2sc(C)c(S(=O)(=O)N3CCC(C)CC3)c2c1=O	-2%&-25%
CCC(C)NC(=O)COC(=O)c1cc(C)cc(C)c1 (stereo not drawn)	-11%
Cc1ccc(-n2c(=O)c3sc4ccccc4c3n(C)c2=O)cc1F	?
CCS(=O)(=O)Nc1ccc(C2(C(=O)NCc3ccccc3)CCCCC2)cc1	-15%
Cc1ccc(Cl)cc1-n1ncc2c(NC3CCCC3)ncnc21	11%
CCCCN(CC)CCCNC(=O)c1ccc2c(c1)N(Cc1ccc(C)cc1)C(=O)c1ccccc1S2	?

Screening data deposited in PubChem BioAssay by National Center for Advancing Translational Sciences (NCATS).
